Screening data (PubChem BioAssay)
CatL block: blocks human cathepsin L protease activity. AID 460. 0.17% of 58,000 active. purified cathepsin L, fluorogenic substrate, fluorescence. inhibition, %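 (tested at 10 µM)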. P07711; in the data active = inhibition above about 45%;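 also: 0% = enzyme with no compound and 100% = no enzyme blank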
Cathepsin G inh: blocks human cathepsin G enzyme activity. P08311. purified enzyme, AMC-tetrapeptide fluorescence, pooled mixtures. inhibition, % at 5 µM (by protocol). 0.2% of 62,000 active. AID 581;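 active = inhibition above 20% in each of the two mixture wells holding the compound; inactive = inhibition of 20% or less in either well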;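 also: 0% = enzyme control without mixture and 100% = blank lacking enzyme; strong numbers were not always called active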
Target sequence (P08311 21-244 limits assumed): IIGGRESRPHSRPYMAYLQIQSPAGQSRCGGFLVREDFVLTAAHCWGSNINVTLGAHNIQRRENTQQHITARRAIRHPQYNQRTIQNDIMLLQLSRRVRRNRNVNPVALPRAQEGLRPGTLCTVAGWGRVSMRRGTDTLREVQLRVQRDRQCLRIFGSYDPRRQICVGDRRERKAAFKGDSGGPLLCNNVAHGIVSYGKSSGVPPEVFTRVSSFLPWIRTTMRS
ROCK2 blocker: blocks human Rho kinase 2 activity. inhibition, % at 6 µM. purified ROCK2, Kinase-Glo ATP depletion luminescence. 0.35% of 60,000 active. AID 604;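 active = inhibition above the screen-wide mean inhibition plus 3 SD, cut at about 18% in these data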;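 also: plate controls were DMSO wells for no effect and Y-27632 control wells after no-enzyme background subtraction for full effect; many of its hits are not listed in these tables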
FXIa mix inh: blocks human factor XIa in pooled compound mixtures. P03951. purified FXIa, fluorogenic substrate. 0.19% of 62,000 active. inhibition, % at 5 µM;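 also: each value is inhibition by a whole ten-compound pool holding the compound; 0% = enzyme with no mixture and 100% = wells lacking enzyme; strong numbers were not always called active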
Target sequence (P03951 19-387 limits assumed): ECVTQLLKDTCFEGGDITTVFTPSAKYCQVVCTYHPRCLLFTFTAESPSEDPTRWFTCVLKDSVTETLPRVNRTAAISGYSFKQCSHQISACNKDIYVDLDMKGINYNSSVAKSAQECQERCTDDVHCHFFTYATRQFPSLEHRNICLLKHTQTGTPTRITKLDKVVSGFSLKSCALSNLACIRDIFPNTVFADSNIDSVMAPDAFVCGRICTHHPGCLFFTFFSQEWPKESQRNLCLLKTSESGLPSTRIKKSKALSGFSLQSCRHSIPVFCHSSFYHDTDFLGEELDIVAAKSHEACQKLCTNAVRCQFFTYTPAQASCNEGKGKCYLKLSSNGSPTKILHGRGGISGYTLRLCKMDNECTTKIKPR
Target sequence (P03951 388-625 limits assumed): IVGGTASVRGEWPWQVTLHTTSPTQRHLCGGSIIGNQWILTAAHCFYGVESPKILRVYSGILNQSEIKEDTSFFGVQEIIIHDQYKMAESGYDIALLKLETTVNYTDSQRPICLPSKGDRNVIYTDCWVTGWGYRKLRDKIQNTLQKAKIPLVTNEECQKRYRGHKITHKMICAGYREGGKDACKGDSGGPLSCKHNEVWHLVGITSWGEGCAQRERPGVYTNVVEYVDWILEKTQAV
CatS inh: inhibitors of human cathepsin S. P25774. recombinant cathepsin S, AMC dipeptide fluorescence, pooled mixtures. inhibition, %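 (tested at 5 µM per compound within 10-compound mixtures)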. 0.06% of 62,000 active. AID 501; in the data active = inhibition above about 32%, passing the limit was not always enough;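 also: 0% = enzyme without compound and 100% = blank without enzyme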
Target sequence (P25774 115-331 limits assumed): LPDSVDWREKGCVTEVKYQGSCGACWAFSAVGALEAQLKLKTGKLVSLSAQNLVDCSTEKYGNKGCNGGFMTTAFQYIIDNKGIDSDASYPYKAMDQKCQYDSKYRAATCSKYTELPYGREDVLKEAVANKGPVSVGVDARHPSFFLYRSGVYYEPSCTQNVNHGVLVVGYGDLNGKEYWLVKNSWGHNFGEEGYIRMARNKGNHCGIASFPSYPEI
JNK3 blocker: inhibitors of human JNK3 kinase | 0.61% of 60,000 active | purified JNK3 kinase activity, HTS | P53779 | inhibition, % at 8 µM; in the data active = inhibition above about 17%;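 also: 0% = DMSO and 100% = reference inhibitor; many of its hits are not listed in these tables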
FXIIa mix inh: inhibitors of human coagulation factor XIIa, pooled mixtures. P00748. inhibition, % at 5 µM. purified FXIIa, fluorogenic substrate. 0.2% of 62,000 active;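 also: 0% = enzyme without compound and 100% = no enzyme blank; some results filed as inactive read as strong as hits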
C1s inh: human complement C1s inhibition; purified C1s, fluorogenic AMC substrate, pooled mixtures; mean inhibition % of two 10-compound mixtures (active compounds read high), % at 5 µM (by protocol); P09871; AID 538; 0.16% of 62,000 active;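 active = inhibition above 20% in each of the two 10-compound mixture wells holding the compound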;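 also: 0% = enzyme wells lacking compound mixture and 100% = no-enzyme blank wells; some compounds called inactive have numbers as strong as hits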
PKA kinase inh: blocks human protein kinase A activity; inhibition, % at 6 µM; PKA Kemptide phosphorylation, Kinase-Glo ATP luminescence; AID 524; P17612; 0.1% of 65,000 active;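 active = inhibition above the screen-wide mean inhibition plus 3 SD, cut at about 21% in these data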; also: many of its hits are not listed in these tables
* = called active by the depositor; . = no result given. Rule as the data show it, unless noted: active = inhibition above about 20% (passing the limit was not always enough); inactive = the rest. Not a hit list (roughly 1.5% active in at least one column).

SMILES	CatL block	Cathepsin G inh	ROCK2 blocker	FXIa mix inh	CatS inh	JNK3 blocker	FXIIa mix inh	C1s inh	PKA kinase inh
O=C(NCC1CCCO1)C(C(=O)c1ccccc1)n1cc(Cl)ccc1=O (centres undefined)	-10	10	8	7	1	-3	-20	15	2
COc1ccc(NC(=O)Cc2nc3ccccc3[nH]2)cc1	-10	1	4	-9	-9	12	4	-46	8
CCN(CC)CCCN(Cc1cc2cc(OC)ccc2[nH]c1=O)C(=O)Nc1ccccc1	-4	9	-2	3	-31	1	2	9	-2
COC(=O)CSc1nnc2n1C(C)(C)Cc1ccccc1-2	13	10	6	9	0	3	2	15	12
CCOc1ccc2[nH]c(=O)c(CN(CCO)C(=O)CC)cc2c1	4	0	5	7	7	-1	-2	-5	3
COc1cccc(-c2csc3nnc(SCC(=O)c4ccc(NC(C)=O)cc4)n23)c1	7	5	10	13	1	-1	-20	-2	9
O=C(CSc1nnc(-c2ccccc2)n1Cc1ccccc1)N1CCOCC1	-1	8	2	7	0	-1	12	3	5
CCOc1cc(-c2noc(CCCC(N)=O)n2)cc(Br)c1OC	1	9	8	2	7	-1	1	4	-4
COc1ccc(OC)c(C(C)NC=O)c1 (centres undefined)	22	10	6	0	-12	2	1	-13	8
CC1(NC(=O)N2CCCCC2)CCS(=O)(=O)C1 (centres undefined)	.	8	2	1	-1	-3	5	9	0
O=C(O)c1ccc(OCc2occc2C(=O)O)cc1	-23	9	14	6	-9	3	1	18	3
O=C1CCCC2=C1C(c1cccs1)n1nc(SCc3ccccc3F)nc1N2 (centres undefined)	-8	-8	.	5	17	.	-3	-42	-6
Cc1onc(-c2c(F)cccc2Cl)c1C(=O)Nc1ccc(S(=O)(=O)Nc2ncccn2)cc1	17	1	3	13	5	1	7	-6	5
O=C(Nc1ccccc1-c1nc2ccccc2s1)c1ccco1	-1	0	6	8	5	12	3	0	10
O=C(NC1CCCC1)C(c1ccncc1)N(Cc1cccs1)C(=O)c1csnn1 (centres undefined)	1	2	4	3	-8	7	7	-3	12
CC1CCN(CCCn2c(=S)[nH]c3ccccc3c2=O)CC1	-5	2	6	4	15	-1	4	2	9
COc1ccc(NC(=O)CN(C)S(=O)(=O)c2ccc3c(c2)OCCO3)c2ncccc12	.	9	4	-2	-1	8	9	-2	9
CCCNC(=O)c1cc(-c2ccc(OC)cc2)on1	-11	18	.	11	15	.	0	-1	10
CC(=O)Nc1ccc(S(=O)(=O)Nc2cccc(-c3nc4cc(C)ccc4o3)c2)cc1	.	53	-5	14	29	9	0	18	9
Clc1ccccc1OCc1nc(-c2ccncc2)no1	9	-6	2	0	3	-2	8	-11	-2
O=C(Nc1ccc2c(c1)OCO2)C1CCCN1C(=O)Nc1cccc(F)c1 (centres undefined)	12	11	5	7	6	5	0	15	12
Cc1ccc(-c2nc3ccccc3[nH]2)s1	-2	7	-28	3	-5	0	4	2	-17
Cc1ccc(NC(=O)COC(=O)c2ccn(C)n2)cc1	5	5	2	-5	9	-6	4	-6	1
ClC(Br)=C(n1cnc2ccccc21)n1cnc2ccccc21	3	.	-12	.	.	9	.	.	1
CCC(C)NC(=O)C1CCN(C(=O)c2ccccc2)CC1 (centres undefined)	-3	1	6	4	-2	-3	4	1	3
CCOC(=O)N1CCN(C(=O)CC(=O)Nc2ccc3nc4n(c(=O)c3c2)CCCCC4)CC1	17	1	-3	8	-6	2	47*	-10	-3
COc1ccc(C2CC(C(F)(F)F)n3ncc(C(=O)NCC4CCCO4)c3N2)cc1OC (centres undefined)	22	.	7	.	.	2	.	.	7
CCC(=O)Nc1c(C)ccc2nsnc12	1	-7	-5	6	-6	-9	17	-9	9
[N-]=[N+]=CC(=O)c1ccnc(C(=O)C=[N+]=[N-])c1	-11	.	5	.	.	-6	.	.	2
CC1Cc2ccccc2N1C(=O)c1cnsn1 (centres undefined)	2	2	1	-2	12	9	-8	-13	2
CCOC(=O)C1CCN(c2c(N3CCCC(C(=O)OCC)C3)c(=O)c2=O)CC1 (centres undefined)	14	-6	3	0	8	0	-3	-5	6
C=C(C)Cn1c(CCCNC(=O)CCC)nc2ccccc21	-8	3	.	-9	7	.	-14	13	-3
Cc1cccc(NC(=O)C(NS(=O)(=O)c2ccc3c(c2)CCC(=O)N3)c2ccccc2)n1 (centres undefined)	.	8	-5	8	0	12	2	11	2
Cn1cc(Cl)c(-c2nc3ccccc3[nH]2)n1	15	1	.	2	1	.	2	7	8
CCOC(=O)CC1=Nc2ccccc2NC(=O)C1	-11	8	1	5	-7	-10	-2	9	-7
Clc1ccc(C2=Nn3c(nnc3-c3n[nH]c4c3CCC4)SC2)cc1	1	-4	1	5	1	6	17	3	5
Cc1ccc(S(=O)(=O)N(C)CC(=O)Nc2nc3ccccc3s2)cc1	2	7	4	1	-1	-2	6	-1	4
CC1=C(C(=O)Nc2ccccc2)C(c2ccccn2)n2nc(CCCO)nc2N1 (centres undefined)	13	11	4	2	0	2	2	18	10
COCCNC(=O)c1ccc(CS(=O)(=O)c2ccccc2)o1	6	0	8	6	3	5	-5	-22	7
Cc1c(C)c2ccc(OC3CCCCC3=O)cc2oc1=O (centres undefined)	-12	-1	5	5	-9	1	5	-10	7
COc1cc(C2=NOC(C(=O)N3CCCCCC3)C2)cc(OC)c1OC (centres undefined)	21	3	2	-10	0	0	-14	-13	9
CC(C)(C)C(=O)/C=C(N)/C=C/c1ccccc1	.	-1	-6	2	-2	-8	4	-2	-12
O=c1[nH]cnc2c1oc1ccccc12	13	10	10	4	1	-2	8	8	12
OC(CN1C2=NCCN2c2ccccc21)c1ccc2c(c1)OCO2 (centres undefined)	-4	3	6	6	2	1	-14	6	4
Cc1ccc2oc(=O)c3cnn(CC(=O)N4CCCCCC4)c3c2c1	-3	3	2	-3	9	1	7	4	7
CCOc1ccc(N(CC(N)=O)S(=O)(=O)c2ccc(F)cc2)cc1	27	10	5	4	3	1	3	7	2
CCN(Cc1cc2cc(C)ccc2[nH]c1=O)C(=O)c1cccc(OC)c1	-10	13	4	4	-1	-6	13	11	2
Nc1c(Nc2ccccc2)c2ccccc2oc1=O	-1	-13	5	-9	-7	-13	5	-30	9
CCOC(=O)N1CCN(C(=O)CSCC(=O)N=c2sc3cc(OC)ccc3n2C)CC1	16	11	.	11	10	.	9	18	-5
Cn1nccc1C(=O)c1ccc(Cl)cc1	13	10	3	12	11	0	-13	11	6
O=S1(=O)N=C(SCCO)c2ccccc21	9	-8	5	-6	-2	-4	-1	-22	8
COc1ccc(N(Cc2ccco2)C(=O)c2ccccc2F)cc1OC	16	7	2	7	-4	0	1	-1	8
c1ccc(NC2=Nc3ccccc3CS2)cc1	31	-3	5	-2	9	0	-20	-17	12
CCOC(=O)c1ccc(NC(=O)CSc2ncccn2)cc1	-2	-2	6	3	-7	-1	6	-12	11
COc1ccccc1Cn1c(-c2ccco2)nc2nc3ccccc3nc21	-6	7	-1	8	6	0	7	3	-5
O=C1CC(C(=O)Nc2ccccc2C(=O)O)C(c2ccccc2)O1 (centres undefined)	15	-13	0	-2	4	11	3	-96	-3
CCCCNC(=O)Nc1ccccc1C(=O)NCc1ccco1	-1	1	1	6	11	3	2	4	-8
CC(=O)OC1CC(C)(C)N(OC(=O)c2ccccc2)C(C)(C)C1	-6	9	3	4	-10	-3	13	5	6
CCOCCCNC(=O)C(NC(=O)c1ccc(=O)[nH]c1)c1ccccc1 (centres undefined)	11	11	.	-1	0	.	13	13	4
CCOc1ccc(C(C)=O)cc1CSc1nnc(-c2ccoc2C)n1N	12	4	-1	4	0	-5	4	9	-1

Quoted from the listing:
For CatS inh, c1ccc(NC2=Nc3ccccc3CS2)cc1 reads 9
For JNK3 blocker, O=C1CC(C(=O)Nc2ccccc2C(=O)O)C(c2ccccc2)O1 (centres undefined) reads 11
For CatS inh, CCOCCCNC(=O)C(NC(=O)c1ccc(=O)[nH]c1)c1ccccc1 (centres undefined) reads 0

Limited to CatS inh, for some of the entries so far:
canonical_smiles	CatS inh
O=C(CSc1nnc(-c2ccccc2)n1Cc1ccccc1)N1CCOCC1	0
CCOc1cc(-c2noc(CCCC(N)=O)n2)cc(Br)c1OC	7

Carrying on.
SMILES	CatL block	Cathepsin G inh	ROCK2 blocker	FXIa mix inh	CatS inh	JNK3 blocker	FXIIa mix inh	C1s inh	PKA kinase inh
CS(=O)(=O)NCC(c1cccnc1)N1CCN(c2ccc(F)cc2)CC1 (centres undefined)	2	-12	4	-12	-7	-3	11	-35	6
O=C1CS/C(=C\S(=O)(=O)c2ccc(Cl)cc2)N1	-2	6	-1	7	20	-4	8	-1	-4
CCOC(=O)CNC(=O)Nc1cc(C(C)(C)C)nn1-c1ccccc1	.	1	.	-5	-9	.	-2	-52	7
CCOC(=O)N1CCC(Nc2nc3ccccc3n3cnnc23)CC1	39	1	-5	8	1	-7	9	3	0
Nc1cc(S(=O)(=O)C(F)(F)F)ccc1C(=O)O	-4	-24	-4	-16	15	-2	-13	-47	-2
CCCCOC(=O)Sc1nc2ccccc2o1	25	8	-3	14	5	0	2	9	-4
COc1cc(C)nc(Oc2ccc(=O)[nH]n2)n1	-2	.	-3	.	.	-2	.	.	-11
COC(=O)C(NC(C)=O)(Nc1ccccn1)C(F)(F)F (centres undefined)	2	7	4	7	-2	4	13	-5	4
O=C(Cn1cnc2c(nnn2-c2cccc(Cl)c2)c1=O)N1CCOCC1	.	4	3	0	-2	3	8	-4	4
COCCNS(=O)(=O)c1cc(F)ccc1OC	-3	2	-12	3	-10	3	1	-15	-2
Oc1c(C(Nc2ccccn2)c2ccccn2)ccc2cccnc12 (centres undefined)	2	-13	2	-6	-12	8	16	-58	-2
Cc1ccc(C(=O)C2CCN(CC(=O)Nc3ccc(N(C)C)cc3)CC2)cc1	-1	0	2	9	14	-4	-14	-1	0
CCCCCCC(=O)Nc1ccc(Cl)cn1	-1	11	2	8	-1	8	0	16	8
COCCNC(=O)c1ccccc1-c1nc(-c2ccccc2OC)no1	5	1	7	-1	7	0	14	-1	12
CCOC(=O)C1CCN(c2nc3cc(OC)ccc3cc2C#N)CC1	4	12	3	3	10	4	20	6	0
CC(C)CCNC(=O)NC(=O)COC(=O)C1=COCCO1	33	13	2	38	19	-4	-9	13	-8
COc1ccc2cc(CN(CC3COCCO3)S(=O)(=O)c3ccccc3)c(=O)[nH]c2c1 (centres undefined)	1	-3	2	6	2	2	-2	-2	7
COC(=O)CN1C(=O)C(O)(CC(=O)c2cccc(Br)c2)c2ccccc21 (centres undefined)	.	6	6	11	-4	-2	-2	10	7
COC(=O)C(C(=O)OC)C(C(=O)OC)C(C(=O)OC)C(=O)OC	3	2	.	-1	7	.	9	-3	.
Cc1oc(-c2cccs2)nc1CS(=O)CC(=O)NCCCOC(C)C (centres undefined)	-5	-7	0	5	-4	-2	1	-47	7
CCC(CO)NCc1ccc2c(c1)n(C)c(=O)n2C (centres undefined)	-13	-1	3	1	9	0	1	3	3
Cc1cc(C)c2c(N)c(C(=O)N3CCCCCC3)sc2n1	7	-1	1	1	-1	-3	8	-1	10
CCOC(=O)c1[nH]c(C)c(C(=O)Nc2ccc(C)c(F)c2)c1C	16	-1	2	3	22	3	3	-8	-2
COc1ccc(-c2cc(C(F)(F)F)nc(SCC(=O)Nc3cc(C)on3)n2)cc1	29	-2	8	3	6	4	10	1	3
CN(C)c1nc2n(c(=O)n1)CCO2	2	2	2	-23	4	-2	0	-21	4
CC(NC(=O)Cc1cccs1)C(c1cccs1)N1CCN(c2ccccc2F)CC1 (centres undefined)	4	-12	-6	-6	-4	-6	-17	-108	-3
CCOC(=O)CCc1c(C)c2ccc(O)cc2oc1=O	-131	-2	-1	-14	0	2	4	-127	-2
c1ccc(Oc2nc(NCc3ccco3)nc(NCc3ccco3)n2)cc1	0	13	-7	9	-2	0	12	13	-5
Cn1c(NC(=O)c2ccco2)c(-c2ccccc2Cl)c(=O)c2ccccc21	25	2	-1	7	14	-9	-3	-2	-1
